APJ agonist – agonists of human apelin receptor APJ, primary screen, CHO-K1 cells, PathHunter beta-arrestin, luminescence; P35414; 0% DMSO wells, 100% apelin; activation, % at 20 µM; 330,000 tested, 0.11% active; AID 2520, 2010;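 active = activation more than six SD over the plate average, tested at 20 µM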;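 note: 0% = DMSO alone and 100% = apelin-13 at 10 nM; some results filed as inactive read as strong as hits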
Target sequence (P35414 whole entry, looked up): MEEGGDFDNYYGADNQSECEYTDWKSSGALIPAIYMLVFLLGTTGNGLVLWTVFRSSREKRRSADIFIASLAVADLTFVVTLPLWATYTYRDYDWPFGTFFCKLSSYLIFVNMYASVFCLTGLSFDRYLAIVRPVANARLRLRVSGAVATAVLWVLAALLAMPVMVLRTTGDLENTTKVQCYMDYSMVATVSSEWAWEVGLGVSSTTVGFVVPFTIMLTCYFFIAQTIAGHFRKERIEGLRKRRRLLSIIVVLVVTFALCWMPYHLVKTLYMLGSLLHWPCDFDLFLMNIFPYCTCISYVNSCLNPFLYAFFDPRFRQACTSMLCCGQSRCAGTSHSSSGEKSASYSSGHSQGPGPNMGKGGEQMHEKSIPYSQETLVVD
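assay system = CHO-K1 APJ beta-arrestin complementation cell line | input = cell density 1000 per well | dosing = compound 20 µM once, DMSO 1% | timing = compound 90 min 25 °C, reagent 1 h | measured by = luminescence from split beta-galactosidase complementation, Galacton Star/Emerald II substrate | read-out basis = APJ agonist activity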
XBP1 UPR activ – activators of adaptive XBP1 UPR arm, primary screen, cell-based, CHO-XBP1 luciferase reporter, luminescence, uHTS. IRE1-XBP1 UPR activation; percent of tunicamycin response, DMSO as zero. activation, % at 20 µM. 330,000 tested, 0.33% active;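 active = versus positive control, 20 µM dose yields 30% or more activation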;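 note: 100% = tunicamycin at 10 µg/mL and 0% = DMSO only wells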
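Material – CHO cell line with stable XBP1 luciferase reporter · Buffer or medium – F12 plus 10% FBS · Compound – single point, 20 µM final compound, 1% DMSO · Schedule – 16-18 h cell attachment at 37 °C, then 6 h compound exposure · Signal – Steady-Glo luminescence read · Benchmarks – high control tunicamycin 10 µg/mL final, low control DMSO vehicle only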
NR3A LBD binder – binders of NR3A ligand-binding domain, primary screen, biophysical, differential scanning fluorimetry, uHTS | AID 1259313, 2017 | Glutamate receptor ionotropic, NMDA 3A (GRIN3A) ligand-binding domain | Tm shift relative to glycine control, % at 25 µM | NR3A LBD differential scanning fluorimetry, Tm shift; 0% = protein alone, 100% = glycine-bound protein | 340,000 tested, 2.5% active;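 active = melting temperature shift of at least 10% of the positive control shift, at one fixed dose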
tim23-1 inh – growth inhibitors of tim23-1 mutant yeast, primary screen, luminescence, uHTS. S. cerevisiae tim23-1 growth, BacTiter-Glo luminescence, 24 h. inhibition, % at 20 µM. 330,000 tested, 1.3% active. AID 463212, 2010;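 active = growth inhibition of the mutant yeast at or above 50%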;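 note: temperature-sensitive mutant grown at 25 °C; plate controls were DMSO-treated mutant yeast for no effect and medium wells lacking yeast for full effect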
TIM10 inh – growth inhibitors of isogenic TIM10 control yeast, primary screen, counter-screen for tim10-1 yeast inhibitor project, luminescence, uHTS; S. cerevisiae TIM10 strain growth, BacTiter-Glo luminescence, 24 h; inhibition, % at 10 µM; 330,000 tested, 1.4% active;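 active = inhibition of 40% or more at the single tested concentration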;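 note: wild-type TIM10 isogenic control strain grown at permissive 25 °C; 0% = DMSO yeast wells and 100% = minimal medium wells without yeast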
Mdm2-MdmX inh – inhibitors of human Mdm2-MdmX association, primary screen, cell-based, luminescence, split luciferase, SaOS-2, uHTS. Protein Mdm4 (Homo sapiens) + E3 ubiquitin-protein ligase Mdm2 (Homo sapiens), …. SaOS-2 split-luciferase Mdm2/MdmX complementation. inhibition, % at 8 µM. 330,000 tested, 3% active;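 active = inhibition of at least 50% at 8 µM in the primary screen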
NLRP3 yeast inh – NALP3 inflammasome inhibitors in reconstituted yeast, primary screen, luminescence, uHTS; AID 2825, 2010; inhibition, % at 10 µM; 330,000 tested, 0.39% active; Yeast reconstituted NLRP3/ASC/caspase-1, beta-gal luminescence, 24 h;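 active = inhibition of 50% or more; inactive = inhibition below 50%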;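 note: plate controls were induced DMSO wells for no effect and uninduced yeast grown without galactose for full effect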
UPR CHOP act – activators of apoptotic CHOP UPR arm, primary screen, cell-based, CHO-CHOP luciferase reporter, luminescence, uHTS; UPR activation; percent of tunicamycin response over DMSO baseline; activation, % at 10 µM; 330,000 tested, 0.34% active;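 active = at 10 µM dose, activation of 40% or more, normalized to positive control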;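 note: 100% = tunicamycin at 10 µg/mL and 0% = DMSO alone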
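System: CHO CHOP reporter cells. Amount: 500 cells per well. Buffer or medium: F12 medium, 10% FBS. Compound dosing: one dose, 10 µM in 0.5% DMSO. Incubation: 6 h compound exposure at 37 °C after overnight seeding. Technique: Steady-Glo luciferase luminescence. Benchmarks: tunicamycin and DMSO controls.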
tim10-1 inh – growth inhibitors of tim10-1 mutant yeast, primary screen, luminescence, uHTS. S. cerevisiae tim10-1 ts strain growth, BacTiter-Glo, 24 h. inhibition, % at 20 µM. 330,000 tested, 2.2% active. AID 463190, 2010;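 active = inhibition of at least 40%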;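 note: mutant grown at 25 °C; 0% = DMSO wells with yeast and 100% = wells holding no yeast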
* = called active by the depositor; . = not tested or not shown.

compound	tim23-1 inh	Mdm2-MdmX inh	TIM10 inh	NR3A LBD binder	UPR CHOP act	APJ agonist	XBP1 UPR activ	NLRP3 yeast inh	tim10-1 inh
COc1ccccc1N1CCN(C/C=C/c2ccc(N(C)C)cc2)CC1	8	3	-4	.	-1.4	-4	0	19	-2
CCOC(=O)C(C(=O)N1CCOCC1)C1CCCCC1 (centres undefined)	19	19	-18	0	1.5	-4	1	9	13
O=C(NC(=S)Nc1ccccc1)c1csnn1	23	-4	16	0	1.8	-5	2	13	2
CC(C)CN(CCOc1cccc(N2C(=O)C3=C(CCCC3)C2=O)c1)CC(C)C	8	9	-10	-3	-1.0	-2	-1	5	16
Cc1cccc(CNC(=O)Cn2ccc3cc(S(=O)(=O)N4CCCC4)ccc32)c1	16	0	5	-2	1.3	-1	-2	0	23
Cc1ccc(-c2nc(CNC(=O)c3ccco3)cs2)cc1	17	0	0	-1	0.2	1	-7	46	10
COc1cc2ncnc(NCc3ccc(F)cc3)c2cc1OC	30	22	8	-2	2.5	-4	-3	-3	-3
O=C(CN1C(=O)C2CC=CCC2C1=O)N1CCN(c2ccc([N+](=O)[O-])cc2)CC1 (centres undefined)	2	-17	-9	-1	2.3	-2	-2	5	15
O=C(COC(=O)c1cc(=O)c2ccccc2o1)NC1CCCCC1	-4	-39	11	0	-0.7	-1	-2	9	-5
Cc1ccc(N2C(=O)C(Cl)=C(NCCO)C2=O)c(C)c1	14	-17	-1	361*	1.3	11	1	-5	8
O=C(C[C@@H]1C/C=C\C[C@H](NC(=O)OCC2c3ccccc3-c3ccccc32)C(=O)O[C@H](c2ccccc2)CNC1=O)NCCO	22	-6	-2	-1	0.6	-5	-2	-5	23
COCCN(Cc1nnc(-c2cccs2)o1)C(=O)c1cccc(S(=O)(=O)N2CCOCC2)c1	12	-12	7	1	-0.7	-1	1	1	1
CCc1nc(SCC(=O)N2c3ccccc3Sc3ccccc32)c2ccccc2n1	13	18	12	2	-2.1	-5	0	1	9
Cc1cccc(NC(=S)N2CCN(S(C)(=O)=O)CC2)c1	-3	5	5	-1	0.4	3	-7	11	-9
Cc1cccc(C)c1-n1c(SCC(=O)Nc2ccc(C(=O)O)cc2)nnc1-c1cccc(S(=O)(=O)N(C)C)c1	3	18	0	-1	-0.2	-4	-7	10	7
CCOC(=O)C1=C(C)NC(=O)NC1C1CC=CCC1 (centres undefined)	2	-18	4	-3	-1.6	-2	0	5	8
CC(C)Cc1ccc(/C(=N/O)C(=O)O)s1	6	12	1	-1	1.3	-1	1	12	15
Cc1c(-n2cc(C(=O)c3ccccc3O)cc(C#N)c2=O)c(=O)n(-c2ccccc2)n1C	13	9	-14	0	-0.9	-11	4	1	-5
Nc1nc(CCl)nc(N(c2ccccc2)c2ccccc2)n1	22	94*	15	1	11	-6	0	-1	18
O=C(NC(=S)N1CCN(c2ccc([N+](=O)[O-])cc2)CC1)c1ccco1	0	-2	13	1	0.1	-4	0	5	18
COc1ccc(/C=N/NS(=O)(=O)c2ccc(F)cc2)cc1COc1cc(F)ccc1[N+](=O)[O-]	-23	29	-32	11*	1.6	-2	-1	7	-14
Nn1c(SCc2cc([N+](=O)[O-])cc3c2OCOC3)nnc1-c1cccnc1	4	6	-4	-2	0.3	-3	1	7	3
CN(C(=O)CSc1nnc(Nc2ccccc2)s1)c1c(N)n(Cc2ccccc2)c(=O)[nH]c1=O	8	8	-2	2	1.6	-2	-3	5	5
O=C(COc1ccc(Cl)cc1Cl)Nc1cccnc1	2	-12	11	0	3.9	-1	5	10	-8
COc1cc(-c2nnc(CSc3nnc4nc(C)cc(C)n34)o2)cc(OC)c1OC	-3	-18	6	3	-0.1	-2	-1	5	4

The last seven compounds of the section above come first, to join the parts:
compound	tim23-1 inh	Mdm2-MdmX inh	TIM10 inh	NR3A LBD binder	UPR CHOP act	APJ agonist	XBP1 UPR activ	NLRP3 yeast inh	tim10-1 inh
Nc1nc(CCl)nc(N(c2ccccc2)c2ccccc2)n1	22	94*	15	1	11	-6	0	-1	18
O=C(NC(=S)N1CCN(c2ccc([N+](=O)[O-])cc2)CC1)c1ccco1	0	-2	13	1	0.1	-4	0	5	18
COc1ccc(/C=N/NS(=O)(=O)c2ccc(F)cc2)cc1COc1cc(F)ccc1[N+](=O)[O-]	-23	29	-32	11*	1.6	-2	-1	7	-14
Nn1c(SCc2cc([N+](=O)[O-])cc3c2OCOC3)nnc1-c1cccnc1	4	6	-4	-2	0.3	-3	1	7	3
CN(C(=O)CSc1nnc(Nc2ccccc2)s1)c1c(N)n(Cc2ccccc2)c(=O)[nH]c1=O	8	8	-2	2	1.6	-2	-3	5	5
O=C(COc1ccc(Cl)cc1Cl)Nc1cccnc1	2	-12	11	0	3.9	-1	5	10	-8
COc1cc(-c2nnc(CSc3nnc4nc(C)cc(C)n34)o2)cc(OC)c1OC	-3	-18	6	3	-0.1	-2	-1	5	4
Cc1ccc(S(=O)(=O)NCC(=O)OC(C)C(=O)NC2CCCCC2C)cc1C (centres undefined)	-12	3	2	1	-0.4	5	-3	13	3
O=C(CSc1nnnn1-c1ccccc1)c1ccco1	31	1	3	-2	4.1	-8	2	13	30
OCC#Cc1cnc2ccccc2c1	12	9	-5	0	-0.7	-2	1	-8	7
CC1CCN(S(=O)(=O)N2CCC(C(=O)NCc3cccnc3)CC2)CC1	7	-2	-18	-1	-1.0	-1	0	-8	6
Cc1c2n(c3ccccc13)CCN(C)C2	5	-3	7	1	-1.4	0	3	-3	4
CC(C)C[C@H](N)c1nnc(SCc2ccc(Cl)cc2)o1	31	-15	15	0	1.5	-1	2	18	20
Cc1cc(NC(=O)Cc2ccsc2)ccc1Br	25	-25	18	-1	3.9	-2	1	43	-3
COc1ccc(CCNC(=O)CN(c2ccccc2OC)S(C)(=O)=O)cc1OC	18	27	10	-1	-0.7	-2	-4	-6	15
CN(Cc1cccnc1)Cc1cn(C)nc1-c1ccc(Oc2ccccc2)cc1	20	17	12	0	0.1	-1	-2	11	35
O=C(O)C1C2CCC(C2)C1C(=O)NCCC1=CCCCC1 (centres undefined)	17	3	-12	1	-1.2	5	-2	16	-3
Nc1nc(CN2CCCCC2)cs1	4	7	5	1	3.5	2	2	-9	2
Cc1ccccc1Cn1nc(C)c(NC(=O)/C=C/c2cnn(C)c2C)c1C	10	2	2	-4	-0.9	-1	-1	-9	-6
COc1cccc(N(C(=O)c2csnn2)C(C(=O)NC2CCCC2)c2ccccc2)c1 (centres undefined)	17	13	13	1	0.1	-1	2	8	-15
CCn1c(=O)n(CC(=O)Nc2cc(OC)c(OC)c(OC)c2)c(=O)c2ccccc21	8	24	2	2	-0.3	-1	1	12	2
CC(C)C(=O)NC(=S)Nc1ccccc1C(F)(F)F	22	24	-7	0	0.2	-3	0	7	13
CC12CCC(C1)C(C)(C)C2OC(=O)c1ccccc1C(=O)O (centres undefined)	11	10	9	0	-0.6	-2	1	1	8
C#CCOCCOCCOCCNc1nc(N2CCN(C(=O)[C@H](CCCCN)n3cc(CCCC)nn3)CC2)nc(N2CCN(C(=O)[C@H](CCCCN)n3cc(CCC(=O)O)nn3)CC2)n1	0	0	3	3	1.3	9	4	21	-13
CCCn1nc(NC(=O)COC)c2cc3cccc(C)c3nc21	42	24	18	-1	3.8	4	-4	34	26
CNC(=O)NC(=O)CSc1nnc(-c2ccco2)n1Cc1ccccc1	1	-3	14	-2	2.3	-2	0	-2	11
Cc1cc2c(cc(C(=O)OCC(=O)NCc3ccco3)n2C)s1	14	13	1	2	-0.5	2	-2	3	14
CC(Sc1nnc(NCc2ccccc2)s1)C(=O)Nc1ccc2c(c1)C(=O)c1ccccc1C2=O (centres undefined)	19	23	-3	-5	3.2	5	2	23	15
COCC(C)n1c(SCC(=O)NNC(=O)c2ccccc2)nc2ccccc2c1=O (centres undefined)	15	20	-8	2	-1.8	4	-1	5	6
CCOC(=O)c1[nH]c2ccc(OC)cc2c1NC(=O)c1nonc1C	12	5	11	-11	-1.2	-8	-3	24	11
COc1ccc(CCNC(=O)C2CC(=O)N(CCc3ccccc3)C2)cc1OC (centres undefined)	1	25	-1	-1	0.7	-2	-1	7	-2
Cc1ccc(/C([O-])=C(/C(=S)NCc2ccco2)[n+]2ccccc2)cc1[N+](=O)[O-]	-11	14	13	-1	-0.6	-3	-2	10	11

Next results follow:
compound	tim23-1 inh	Mdm2-MdmX inh	TIM10 inh	NR3A LBD binder	UPR CHOP act	APJ agonist	XBP1 UPR activ	NLRP3 yeast inh	tim10-1 inh
Cc1ccc(Cn2c(=S)[nH]c3ccccc3c2=O)cc1	15	30	13	-2	-0.9	-2	-5	17	-2
Cc1ccc2cc(CCNC(=O)C(C)C)c(=O)[nH]c2c1C	3	-24	7	1	1.8	-2	6	33	8
O=C(/C=C/c1ccco1)Nc1ccc(S(=O)(=O)N2CCOCC2)cc1	30	-14	16	1	1.4	-4	-2	11	23
O=C(COC(=O)C1=COCCO1)Nc1cc(Cl)c(Cl)cc1Cl	14	-3	5	0	0.9	-1	-1	17	13
COc1cc(C(C(=O)NC2CCCC2)N(Cc2ccccc2)C(=O)c2snc(C(N)=O)c2N)ccc1O (centres undefined)	4	22	11	-3	0.5	-3	-2	22	6
